Screens: PubChem, National Center for Advancing Translational Sciences (NCATS)
IP6K1 inhibitor – IP6K1 kinase inhibition. Q92551. IP6K1 kinase, ADP-Glo luminescence, 2 h; stronger effect = lower value. activity change, % (series mostly up to about 58 µM). hit rate 0.81% among 140,000; in the data active = activity change below about -25%
Target sequence (Q92551 whole entry, looked up): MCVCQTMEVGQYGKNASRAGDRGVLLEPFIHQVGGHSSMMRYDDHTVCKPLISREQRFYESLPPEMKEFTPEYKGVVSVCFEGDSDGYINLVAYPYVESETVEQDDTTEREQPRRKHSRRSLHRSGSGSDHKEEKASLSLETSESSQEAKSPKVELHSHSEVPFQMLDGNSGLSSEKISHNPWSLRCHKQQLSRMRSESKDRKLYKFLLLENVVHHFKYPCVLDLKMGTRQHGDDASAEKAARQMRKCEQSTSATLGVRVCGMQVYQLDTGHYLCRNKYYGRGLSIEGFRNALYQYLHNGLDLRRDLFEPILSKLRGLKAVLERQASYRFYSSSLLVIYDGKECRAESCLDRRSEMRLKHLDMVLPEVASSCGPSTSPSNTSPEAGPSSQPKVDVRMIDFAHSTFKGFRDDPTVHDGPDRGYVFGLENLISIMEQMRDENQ
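ADP-Glo luminescence measures ADP made by human IP6K1 during a 2 h RT reaction with ATP/IP6 (mix at 1.3 mM/130 uM); top library doses 57.5 and 19.1 uM final.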
GPT2 inhibitor – blocks human glutamate pyruvate transaminase 2 | Q8TD30 | Recombinant GPT2, coupled pyruvate oxidase/HRP Amplex Red fluorescence | Potency, µM (series often up to 57.7 µM), without a hit: at the highest dose activity change, negative = inhibition, actives largely listed as inhibitors | hit rate 0.25% among 100,000 | AID 1671188; note: potency is the fitted concentration of half-maximal effect; nearly all actives have a fitted effect of over 60% in size; many of its hits are not listed in these tables
Target sequence (Q8TD30 whole entry, looked up): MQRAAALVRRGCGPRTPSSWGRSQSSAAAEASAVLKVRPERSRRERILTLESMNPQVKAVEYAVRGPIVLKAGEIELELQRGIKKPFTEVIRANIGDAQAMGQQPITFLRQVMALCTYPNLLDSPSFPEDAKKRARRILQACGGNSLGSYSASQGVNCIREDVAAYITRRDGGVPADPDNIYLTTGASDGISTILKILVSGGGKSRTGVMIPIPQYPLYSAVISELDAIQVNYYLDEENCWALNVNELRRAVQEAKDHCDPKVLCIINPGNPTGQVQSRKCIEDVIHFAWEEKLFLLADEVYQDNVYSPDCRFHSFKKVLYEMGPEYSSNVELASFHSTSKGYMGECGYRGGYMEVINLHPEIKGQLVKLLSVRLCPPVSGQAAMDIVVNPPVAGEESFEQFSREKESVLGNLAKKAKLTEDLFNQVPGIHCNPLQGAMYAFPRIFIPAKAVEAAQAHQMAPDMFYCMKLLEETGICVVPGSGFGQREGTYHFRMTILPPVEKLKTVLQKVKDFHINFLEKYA
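Fluorescence read-out: pyruvate from GPT2 turnover coupled to pyruvate oxidase, HRP and Amplex Red (0.2mM ThPP, 0.2U/mL PO and HRP, 50uM Amplex final). Substrates 250uM a-KG, 2mM L-alanine; enzyme 10ng/uL; 30 min RT.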
3T3 cytotox – kills NIH 3T3 cells; Potency, µM (doses to about 96.7 µM), for inactives: top-dose activity change, negative = cytotoxicity, most hits filed as inhibitors; hit rate 4.3% among 94,000; NIH 3T3 viability, CellTiter-Glo ATP luminescence, 48-72 h; note: potency is the fitted concentration of half-maximal effect; nearly all actives have a fitted effect of over 55% in size
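First NIH 3T3 cells are plated at 400 cells/well; next compound is pinned in; then plates incubate 48 or 72 hr at 37 °C; finally CellTiter-Glo is added and luminescence read after 10 min.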
HEK cytotox – HEK 293 cell cytotoxicity; HEK 293 viability, ATP luminescence (CellTiter-Glo), 48-72 h; Potency, µM (doses to about 115 µM), for inactives: at the highest dose activity change, negative = cytotoxicity, most hits filed as inhibitors; hit rate 6.6% among 94,000; AID 1345083; note: potency is the fitted concentration of half-maximal effect; nearly all actives have a fitted effect of over 60% in size
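250 HEK 293 cells/well; compound by pintool; incubated 48 or 72 hr at 37 degree Celsius; CellTiter-Glo added, 10 min RT, luminescence imaged.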
SNCA expr inh – SNCA gene expression inhibition; HEK-293 SNCA-luciferase knock-in, luminescence, 24 h; Potency, µM (series often up to 57.2 µM), without a hit: at the top dose activity change, negative = inhibition, most hits filed as inhibitors; hit rate 0.17% among 140,000;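 note: potency is the fitted concentration of half-maximal effect; plate controls were DMSO cells for no effect and cell-free wells for full effect; nearly all actives have a fitted effect of over 45% in size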
FLuc inh – blocks purified firefly luciferase enzyme activity; purified P. pyralis luciferase, luminescence, biochemical; Potency, µM (top dose mostly 115 µM), without a hit: at the top dose activity change, negative = inhibition, hits mostly inhibitors; hit rate 2.5% among 76,000; note: potency is the fitted concentration of half-maximal effect; nearly all actives have a fitted effect of over 65% in size
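Purified 10nM P. pyralis luciferase with 10uM D-luciferin and 10uM ATP in 50mM Tris acetate pH 7.5, 10mM Mg acetate, 0.01% Tween-20, 0.05% BSA. qHTS titration; luminescence read by CCD imager.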
HEK293 viab – cell viability loss counter-screen; HEK-293-SNCA-luc viability, GF-AFC fluorescence, 24 h; Potency, µM (series often up to 57.1 µM), without a hit: at the highest dose activity change, negative = cytotoxicity, usual class: cytotoxic; hit rate 0.12% among 150,000;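 note: potency is the fitted concentration of half-maximal effect; 0% = DMSO-treated cells and -100% = medium-only wells without cells; nearly all actives have a fitted effect of over 30% in size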
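Cytotoxicity counterscreen: after 24 h compound treatment of genome-edited SNCA-luciferase HEK-293 cells, live-cell protease substrate GF-AFC read by fluorescence after 30 min; activity scaled between DMSO (0%) and medium-only (-100%), curves Hill-fitted.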
* hit, by the source's call; i = inactive; ? = inconclusive; / = not tested or not shown; [ ] = dose if it differs, or a comment. Unless noted, calls come from the whole dose curve; as a rule, active = well fitted curve in the direction sought with a large enough effect; inconclusive = small, poorly fitted or top-dose-only effect, or another doubt; inactive = no such curve, though single readings can be large; an effect the other way counts as inactive or inconclusive. Unless noted, % is set by controls: 0 for no effect and ±100 for the full control effect.

SMILES	IP6K1 inhibitor	GPT2 inhibitor	3T3 cytotox	HEK cytotox	SNCA expr inh	FLuc inh	HEK293 viab
CCC1=C(C(=O)OC)C(c2cccc(F)c2)N2C(CC(=O)NCc3ccco3)=CSC2=N1 (stereo not drawn)	-5	i	-22%	?	10%	-8%	-1%
Cc1ccc(NC(=O)C2(C)CCCCC(=O)N2)cc1 (stereo not drawn)	27	i	-6%	-5%	-7%	-6%	12%
Cc1ccc2nc(SCC(=O)Nc3ccc(C#N)cc3)[nH]c2c1	-14	/	/	/	29%	/	5%
Cc1nnc2n1CCC(N(C)C(=O)NC1CCCCC1)CC2 (stereo not drawn)	6	i	-25%	-14%	-2%	-2%	3%
CNC(=O)Cn1nc(-c2ccc(Cl)cc2)c2ccccc2c1=O	-21	/	/	/	9%	/	-8%
CC(=O)Nc1ccc(CN2CCn3c(nn(-c4ccc(Cl)cc4)c3=O)C2)cc1	9	i	?	?	116%[activator]	/	-10%
O=C(NCc1ccc(F)cc1)C1CCN(c2cc(C(F)(F)F)ncn2)CC1	15	i	?	?	-2%	0%	2%
O=C(NCCc1ccccc1)c1cnn(-c2ccc(F)cc2)c1-n1cccc1	6	/	/	/	0%	/	7%
COc1cc(C2Oc3c(OC)cc(/C=C/C(=O)OC[C@H]4O[C@@H](OC(C)(C)C(=O)O)[C@H](O)[C@@H](O)[C@@H]4O)cc3C2CO)ccc1O (stereo partly drawn)	7	i	/	/	/	/	2%[23.9 µM]
Nc1nc2nc(-c3ccccc3)cc(=O)n2[nH]1	-7	/	/	/	-8%	/	0%
c1ccc(N2CC3(CN(CC4CC4)CC3CNc3cccnc3)C2)cc1 (stereo not drawn)	7	3%[88.5 µM]	?	?	10%[87.6 µM]	-4%[172 µM]	-15%[87.6 µM]
COc1cc2c(cc1O)C(c1ccc(O)cc1)C(C)C(C)C2 (stereo not drawn)	-15	i	/	/	/	/	-27%
O=C(CCC1CCN(S(=O)(=O)c2ccccc2)CC1)NCCc1ccccc1	18	-1%	?	?	-7%	0%	-3%
CN1[C@@H](CCC(=O)N2CCCC2)CNC(=O)[C@@H]2[C@H]1CCN2Cc1ccccc1	-7	-23%[88.5 µM]	-13%[138 µM]	-7%[172 µM]	5%[87.6 µM]	-10%[172 µM]	-1%[87.6 µM]
COCC1CN(C(C)=O)CC12CCN(S(=O)(=O)c1ccc(OC)cc1)CC2 (stereo not drawn)	10	i	-16%	-4%	7%	-5%	-3%
COc1ccc(-c2nc3c(C#N)c[nH]n3c2NC2CCCC2)cc1	-14	/	/	/	38%[activator]	/	-19%
C[C@@H](NC(=O)c1cccnc1)c1onc(-c2ccc(Cl)cc2)c1C(=O)O	10	4%[88.5 µM]	2%[138 µM]	i	-11%[87.6 µM]	-5%[172 µM]	5%[87.6 µM]
COc1ccc(-n2c(C)nc3cc(C(=O)NC4CCCCCC4)ccc32)cc1	2	/	/	/	-13%	/	4%
CCCCN(C)C(=O)C1CCC(CNS(=O)(=O)c2ccc(Cl)cc2)CC1 (stereo not drawn)	24	/	/	/	-13%	/	?
COc1ccc(-c2ccc3ncc(Nc4ccc(CN5CCN(C)CC5)cc4)n3n2)cn1	-16	i	?	?	-4%[87.6 µM]	0%[172 µM]	-16%[87.6 µM]
COc1ccc(OC)c(NC(=O)c2cc3c(=O)oc4ccccc4c3s2)c1	-14	/	/	/	16%	/	3%
CCN1c2cc(C(=O)NCc3ccc(F)c(Cl)c3)ccc2C(=O)N2CCCCCC21 (stereo not drawn)	-14	0%	?	?	-26%	-16%	?
COc1cccc(-c2cc3c(=O)n(CCNC(=O)C4CCCCC4)ccn3n2)c1	-10	i	-24%	?	75%[activator]	?	-12%
CSC1=NC2(CCN(C(=O)NC3CCCCC3)CC2)N=C1c1ccc(C(C)(C)C)cc1	-17	/	/	/	10%	/	0%
COc1cc(NC(=O)Cn2c(Nc3cc(C)cc(C)c3)nc(C)cc2=O)cc(OC)c1OC	0	-5%	?	?	-18%	4%	-28%
SMILES	IP6K1 inhibitor	GPT2 inhibitor	3T3 cytotox	HEK cytotox	SNCA expr inh	FLuc inh	HEK293 viab
O=C(NCc1ccccc1)C1CCc2nnc(CN[S+](=O)([O-])c3ccccc3Cl)n21 (stereo not drawn)	-11	-2%	-9%	i	5%	/	5%
Cc1oc(-c2cccc(Cl)c2)nc1CN1CCC(C(=O)NCc2ccc(F)cc2)CC1	-3	/	/	/	65%[activator]	/	29%
COc1ccc(CCC(=O)N2CCC[C@H]2c2nc(-c3ccccc3Cl)no2)cc1	-3	i	?	?	?	-24%	?
CCc1ccccc1NC(=O)N1CCN(C(=O)c2nsc3ccccc23)CC1	-6	/	/	/	-16%	/	14%
Cn1cccc1CN1CCCC(COc2ccccc2C(=O)N2CCCCC2)C1 (stereo not drawn)	1	3%	-8%	?	4%	-14%	-4%
COc1ccc(NC(=O)C2CCCN(S(=O)(=O)c3cn(C)cn3)C2)cc1Cl (stereo not drawn)	-13	/	/	/	28%	/	3%
O=C1NC(=NC2CCCCC2)C2(CCCN(Cc3ccsc3)C2)N1c1cc(F)cc(F)c1 (stereo not drawn)	-8	3%	?	?	-16%	/	-6%
CC(=O)NC1CCN(C(=O)c2coc(COc3cccc(C(F)(F)F)c3)n2)C1 (stereo not drawn)	3	i	-19%	-18%	2%	-2%	-11%
O=C(Cc1cccc(Cl)c1)N1CCc2nc(-c3ccc(Cl)cc3)nc(-c3ccccc3)c2C1	-8	-3%	-21%	?	-3%	-4%	2%
COc1ccccc1-c1onc(C)c1C(=O)NCc1cccc(C)c1	20	3%	-18%	-25%	4%	3%	5%
Cc1ccc(-n2c(=O)c3c(c4cc(C)ccc4n3C)n(CC(=O)Nc3c(C)cccc3C)c2=O)cc1	14	/	/	/	21%	/	8%
CN1CCN(CCCNC(=O)c2c(OCC3CC3)cc(=O)n3c2CCOCC3)CC1	9	i	-2%	0%	-14%	0%	2%
O=C(C1CCCN([S+](=O)([O-])c2cccc(C(F)(F)F)c2)C1)N1CCC(c2nc3ccncc3[nH]2)CC1 (stereo not drawn)	3	i	?	?	-25%	/	-19%
COc1ccc2nc3sc(C(=O)Nc4ccccc4F)cc3cc2c1	22	/	/	/	40%[activator]	/	-9%
CCn1ccc2c(OCC(=O)Nc3ccc(C)c(Cl)c3)cccc2c1=O	15	/	/	/	-9%	/	0%
COc1ccccc1OCc1nnc(-c2ccccc2)o1	1	/	/	/	181%[activator]	/	2%
CN1CCN(c2ccc(-c3cc4c(ccn4C)c(C(=O)NCC4CCC(=O)N4)n3)cc2)CC1 (stereo not drawn)	-6	i	28µM*	40µM*	27%	10µM*	-6%
COc1cc2c(cc1-c1c(-c3ccccc3)ncn1CCCO)CCC2	7	-22%	?	?	3%	9%	-12%
COc1ccc(CCC(=O)N2CCCCCNC(=O)[C@@H]3CCC[C@@H]32)cc1	-2	1%	-10%	?	17%	-3%	-3%
O=C(COc1ccc(F)cc1)Nc1ccc(OCc2cc(=O)n3ccsc3n2)cc1	-18	/	/	/	11%	/	2%
O=C(NC1C[C@H]2CC[C@@H](C1)N2C(=O)c1ccc2c(c1)OCO2)c1ccncc1 (stereo partly drawn)	-1	i	-4%	i	-20%	-2%	-9%
CCOc1ccccc1N(CC)C(=O)Nc1cn(C)c(=O)c2ccccc12	5	/	/	/	42%[activator]	/	6%
COc1ccc(CC(=O)Nc2cc(-c3nc4cccnc4s3)ccc2C)cc1	-8	/	/	/	92%[activator]	/	-22%
Cc1ccccc1OCCSc1nnc(-c2ccc([N+](=O)[O-])cc2)o1	58	/	/	/	8%	/	2%
O=[S+]([O-])(c1cccc(C(F)(F)F)c1)N1CC(Oc2ccc(F)c(F)c2)C1	-5	i	-10%	-16%	-3%	/	8%

Rewritten with two lines to a compound: three of the compounds above.
Value order – IP6K1 inhibitor	GPT2 inhibitor	3T3 cytotox	HEK cytotox	SNCA expr inh	FLuc inh	HEK293 viab
CCn1ccc2c(OCC(=O)Nc3ccc(C)c(Cl)c3)cccc2c1=O
  15	/	/	/	-9%	/	0%
COc1ccccc1OCc1nnc(-c2ccccc2)o1
  1	/	/	/	181%[activator]	/	2%
CN1CCN(c2ccc(-c3cc4c(ccn4C)c(C(=O)NCC4CCC(=O)N4)n3)cc2)CC1 (stereo not drawn)
  -6	i	28µM*	40µM*	27%	10µM*	-6%

Other structures
SMILES	IP6K1 inhibitor	GPT2 inhibitor	3T3 cytotox	HEK cytotox	SNCA expr inh	FLuc inh	HEK293 viab
Cn1nc(C2CCCC2)cc1NC(=O)c1ccc(C(F)(F)F)cc1	-4	4%[88.5 µM]	?	?	-11%[87.6 µM]	/	?
Clc1ccc(N2CCN(c3ncnc4c3nc3n4CCCC3)CC2)cc1	19	/	/	/	?	/	-12%
CCCn1c(-c2cccc(Br)c2)nc2ccccc21	0	/	/	/	54%[activator]	/	16%
CCc1nn(CCCN2CCN(c3cccc(Cl)c3)CC2)c(=O)n1CCOc1ccccc1	8	3%	/	/	-22%[25.6 µM]	/	8%[23.9 µM]
COc1ccc(CC(=O)NCCc2sc3nc(-c4ccc(OC)cc4)nn3c2C)cc1	-4	/	/	/	-5%	/	-2%
O=C(NCC1CCCCC1)C1CCN(c2ccnc3ccnn23)CC1	24	i	?	?	2%[87.6 µM]	/	2%[87.6 µM]
O=C(c1cn[nH]c1-c1ccc(F)cc1)N1CCCC(Cc2noc(-c3ccccc3)n2)C1 (stereo not drawn)	1	1%	?	?	?	?	?
COc1ccc(NC(=O)c2c(-c3ccc(C)cc3)nnc3ccccc23)cc1OC	4	/	/	/	78%[activator]	/	3%
CN1CCC2(C1)CN(CC1CC1)c1ccc(C(=O)NCc3cccs3)cc12 (stereo not drawn)	-2	i	?	100µM*	4%[87.6 µM]	6%[172 µM]	-9%[87.6 µM]
COCc1ccc2c(c1)c(OC(C)(C)C(=O)Nc1cccnc1)nn2Cc1cccnc1	5	?	?	-4%[172 µM]	22%[87.6 µM]	-6%[172 µM]	3%[87.6 µM]
C[C@]1(CO)[C@H]2Cc3sc(NC(=O)c4ccco4)nc3[C@@H](CC(=O)NC3CCCC3)[C@]2(C)CC[C@H]1O	-11	-2%	-22%	-21%	4%	0%	-2%
CC1C(=O)N(C)C(=O)c2nc[nH]c21 (stereo not drawn)	/	-3%	/	/	-25%	/	0%
N#Cc1ccc(C(=O)N2C[C@@H]3C[C@H](C2)c2c(/C=C/c4ccc(Cl)cc4)ccc(=O)n2C3)cc1	14	-1%	i	1%	45%[activator]	-4%	-1%
O=C(CSc1nccn1Cc1ccccc1)NCc1ccc(F)cc1	-4	/	/	/	-4%	/	9%
CCC(=O)N1CCc2cc(S(=O)(=O)NC(CC(C)C)C(=O)NCCc3cccc(C)c3)ccc21 (stereo not drawn)	7	/	/	/	-5%	/	-7%
Cn1nc(C(=O)NC2CCN(c3cc(-c4cccs4)[nH]n3)C2)c2ccccc21 (stereo not drawn)	0	?	?	?	-22%	8%	-3%
Cc1cccc(NC(=O)C2CCN(S(=O)(=O)c3c(C)noc3/C=C/c3ccco3)CC2)c1	30	/	/	/	-16%	/	10%

Some of the compounds tested; the hit share may differ from the screen's.
